# SW480 rerep: induces DNA re-replication in SW480 colon adenocarcinoma cells | SW480 DNA re-replication, Hoechst DNA content imaging, 48 h | Potency, µM (top dose mostly 46.1 µM), for the others: at the highest dose re-replication activation, actives largely listed as activators | 340,000 tested, 1.8% active | AID 624297; also: % of control where 0% means no effect; nearly all actives have a fitted effect of over 55% in size
#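 Per well, 250 cells were exposed to pinned compound for 48 hr. Nuclear DNA was visualised with Hoechst (40 min, 37 C) and total object intensity recorded by fluorescence scanning.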
# KB-V1 MDR tox: kills drug-selected multidrug resistant KB-V1 cells | KB-V1 MDR cells viability, CellTiter-Glo, 72 h | Potency, µM (doses to about 46.1 µM), without a hit: at the top dose activity change, negative = cytotoxicity, most hits filed as cytotoxic | 400,000 tested, 3.4% active; also: % is scaled to controls: 0 for no effect and ±100 for the full control effect; nearly all actives have a fitted effect of over 60% in size
#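 Compound-treated KB-V1 multidrug-resistant cells, 72 h, 37 degrees C; viability by CellTiter-Glo. Fitted qHTS curves give the values.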
# TDP-43 yeast inh: TDP-43 toxicity inhibition in yeast; Potency, µM (doses to about 46.1 µM), without a hit: top-dose growth rescue (activation), hits mostly activators; AID 652104; 410,000 tested, 1.8% active; TDP-43 expressing yeast growth rescue, BacTiter-Glo, 24 h; also: % of control where 0% means no effect; nearly all actives have a fitted effect of over 50% in size
#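 Growth rescue of TDP-43-toxic yeast measured as ATP luminescence (BacTiter-Glo). Cells grown to mid-log in raffinose, induced in galactose at OD600=0.02, exposed to compound 24 hr at 30 deg C.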
# GLP1R cytotox: cytotoxicity in counter-screen for GLP-1R inverse agonists | HEK293 cAMP-luciferase reporter cells, luminescence, 24 h | 410,000 tested, 0.13% active | AID 624418 | Potency, µM (series often up to 38.3 µM), inactives show at the top dose activity change, negative = inhibition, actives largely listed as inhibitors;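 also: loss of luciferase light is scored as toxicity; % is scaled to controls: 0 for no effect and ±100 for the full control effect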
#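 A 23 nL compound transfer followed 12 hours of cell culture at 37 deg C; exposure then lasted 24 hr. Luciferase assay detection reagent was dispensed and plates read for luminescence after a 12 min room-temperature wait.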
# KB-3-1 cytotox: KB-3-1 parental cell cytotoxicity; KB-3-1 viability, CellTiter-Glo ATP luminescence, 72 h; Potency, µM (series often up to 46.1 µM), for the others: at the top dose activity change, negative = cytotoxic, actives largely listed as cytotoxic; 400,000 tested, 1.4% active; AID 1347075; also: % is scaled to controls: 0 for no effect and ±100 for the full control effect; nearly all actives have a fitted effect of over 60% in size
#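 Parental KB-3-1 viability, qHTS format: 72 h compound exposure, 37 °C; CellTiter-Glo; media-only wells and DMSO plates as controls; concentration-effect fits on corrected data.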
# GLP1R inv ag: acts as inverse agonist at human GLP-1 receptor. HEK293 GLP-1R CRE-luciferase, luminescence, 24 h; GLP-1R form is constitutively active. P43220. 410,000 tested, 1.6% active. Potency, µM (doses to about 38.3 µM), for inactives: at the highest dose activity change, negative = inhibition, most hits filed as inhibitors; also: % is scaled to controls: 0 for no effect and ±100 for the full control effect; nearly all actives have a fitted effect of over 55% in size
# Target sequence (P43220 whole entry, looked up): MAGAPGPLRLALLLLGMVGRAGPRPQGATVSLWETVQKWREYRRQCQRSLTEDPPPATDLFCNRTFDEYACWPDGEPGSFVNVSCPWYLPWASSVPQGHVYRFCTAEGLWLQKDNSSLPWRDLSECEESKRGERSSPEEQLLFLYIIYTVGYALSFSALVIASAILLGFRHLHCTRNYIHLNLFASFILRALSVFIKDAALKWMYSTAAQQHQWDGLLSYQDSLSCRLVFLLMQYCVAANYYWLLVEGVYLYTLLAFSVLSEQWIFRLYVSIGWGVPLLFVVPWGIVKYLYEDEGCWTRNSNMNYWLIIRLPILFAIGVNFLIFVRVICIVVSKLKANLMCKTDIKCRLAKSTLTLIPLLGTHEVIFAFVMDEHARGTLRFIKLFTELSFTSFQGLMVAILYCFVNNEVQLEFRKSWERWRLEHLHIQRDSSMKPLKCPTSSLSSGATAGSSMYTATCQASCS
#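 Inverse agonism was detected as reduced cAMP-driven luciferase luminescence after 24 h compound treatment. The cells were HEK293 clones expressing constitutively active human GLP-1R with the reporter. Reporter-only and GPR119 cell lines served as counterscreen controls.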
# GLP-1R agonist: agonists of human GLP-1 receptor. 380,000 tested, 0.007% active. P43220. Potency, µM (highest dose often 45.6 µM), for inactives: at the top dose activation, most hits filed as activators. AID 624172. HEK293 GLP-1R CRE-luciferase, luminescence, 4-6 h; cells express a hypersensitive GLP-1R form; also: % of control where 0% means no effect
# HT1080 IDH1KD tx: kills HT-1080 cells with IDH1 knockdown. Potency, µM (top dose mostly 46.1 µM), for inactives: top-dose activity, negative = toxicity, hits mostly cytotoxic. HT-1080 IDH1 knockdown viability, ATP luminescence, 48 h. 360,000 tested, 2% active;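 also: 0% = DMSO wells and -100% = cell-free medium wells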
#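 IDH1KD HT-1080 cells, 750/well, RPMI + 5% FBS; compound pinned after 2 h settling; 48 h, 37 °C; CellTiter-Glo luminescence; % activity normalised to DMSO and no-cell wells; curves fitted, classed by r2 and efficacy.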
# HT1080-NT tox: kills 2HG-producing HT-1080-NT fibrosarcoma cells; HT-1080-NT fibrosarcoma viability, CellTiter-Glo ATP luminescence, 48 h; Potency, µM (top dose mostly 46.1 µM), for inactives: top-dose activity, negative = less viability, hits mostly cytotoxic; 360,000 tested, 1.6% active; AID 686970;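 also: NT is the 2HG producing partner of a matched IDH1 knockdown line; 0% = DMSO-treated cells and -100% = media-only wells without cells; nearly all actives have a fitted effect of over 55% in size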
#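 Luminescent CellTiter-Glo readout after 48 hours of compound exposure at 37 degrees C defined viability of HT-1080-NT cells. Activity was normalized to DMSO wells and cell-free media wells; concentration-response curves were fitted and assigned curve classes.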
# The depositor's hits bear a star; ? = inconclusive; · = no result given; & = joins results of further samples; [ ] = another dose, or the depositor's remark. Calls follow the shape of the dose curve; as a rule, active = well fitted curve in the direction sought with a large enough effect; inconclusive = small, poorly fitted or top-dose-only effect, or another doubt; inactive = no such curve, though single readings can be large; an effect the other way counts as inactive or inconclusive. Potency is read from the fitted curve at half-maximal effect.
SMILES,SW480 rerep,KB-V1 MDR tox,TDP-43 yeast inh,GLP1R cytotox,KB-3-1 cytotox,GLP1R inv ag,GLP-1R agonist,HT1080 IDH1KD tx,HT1080-NT tox
N#Cc1ccccc1S(=O)(=O)N1CCN(C(=O)c2cc3c(s2)CCC3)CC1,3%,0%,5%,9%,-3%,-19%,-1%,-1%,-5%
N#C/C(=C\c1ccc(O)cc1)C(=O)NCC1CCCO1 (stereo not drawn),·,-4%,27%,-3%,16%,16%,0%,·,·
CCN(C[C@H]1N[C@@](C)(C(=O)OC)[C@H]2C(=O)N(C)C(=O)[C@@H]12)S(=O)(=O)c1ccc(-c2ccccc2)cc1,-2%,?,-19%,8%,?,2%,0%,2%,?
COc1ccc(CCNC(=O)CCCCCNc2nc(=S)[nH]c3ccccc23)cc1OC,7%,-6%,-3%,8%,-21%,4%,12%,-5%,-3%
Cc1ccc(Sc2cnc(N)nc2C)cc1,?,4%,-18%,9%,-8%,14%,0%,-4%,2%
C/C(CC(=O)Nc1cccc(Cl)c1Cl)=N\NC(=O)C(=O)NC1CCCCC1,2%,-2%,17%,9%,-4%,-23%,4%,-17%,-21%
CN(C)S(=O)(=O)Oc1cccc(C(=O)Nc2ccc(Cl)cc2)c1,-5%,-2%,22µM*,-5%,9.2µM*,10%,8%,?,2%
COc1cc(C=C2C(=O)OC(C)(C)OC2=O)ccc1OCC(=O)Nc1ccccc1,8%,-4%,1%,1%,-4%,13%,3%,-12%,-7%
CCOC(=O)/C(=C/c1c[nH]c2ccccc12)NC(C)=O,2%,17%,-1%,-11%,6%,-4%,-8%,-1%,6%
Cc1c(C(=O)NCc2ccc3c(c2)OCO3)cccc1[N+](=O)[O-],-7%,10%,-8%,0%,9%,13%,8%,6%,5%
Cc1nc(S/C(=C\c2ccc(-c3ccc(C(=O)O)c(Cl)c3)o2)C(=O)O)n[nH]1,5%,-6%,20%,-11%,0%,12%,-3%,0%,0%
Cc1cc2c3c([nH]c2cc1S(=O)(=O)N1CCC2(CC1)OCCO2)CCCC3=O,3%,-16%,1%,4%,-15%,14%,-2%,-15%,-23%
CCOC(=O)[C@H]1[C@H]2COc3ccc(Cl)cc3[C@@H]2N2C(=O)CN(Cc3ccc(F)cc3)C(=O)[C@@]12C,4%,5%,0%,6%,0%,-9%,5%,-2%,13%
CCN(CC)c1ccc(/C=N/n2c(-c3ccccc3Br)n[nH]c2=S)cc1,5%,-22%,-2%,-7%,-25%,?,5%,-30%,?
CSCCC(C(=O)NCc1ccccc1)n1c(Cc2cc(F)cc(F)c2)nc2ccccc21 (stereo not drawn),·,?,0%,-2%,-9%,?,·,-23%,-25%
CNC(=O)CCSSCCC(=O)NC,?,20%,-23%,12%,14%,15%,1%,12%,15%
COc1ccc(C)cc1-n1nnnc1SCC(=O)NC(=O)NCc1ccco1,1%,-7%,-7%,-10%,-3%,-16%,0%,9%[9.24 µM],-4%
CC1=C(C(=O)OCc2ccccc2)C(c2ccccc2Cl)NC(=O)N1C (stereo not drawn),0%,1%,10%,2%,-16%,?,5%,-8%,-6%
COc1ccc(OC)c(-c2cc(C(=O)Nc3c(C)nn(Cc4ccccc4C)c3C)no2)c1,8%,-14%,-13%,-4%,-22%,0%,13%,-24%,-11%
O=C(COC(=O)CC(c1ccccc1)c1ccccc1)Nc1cccc(F)c1,·,-3%,13%,25%,0%,-30%,-7%,3%,9%
O=C(CN1CCCCCC1)NCc1ccccc1,2%,0%,-10%[0.397 µM],-18%,9%,1%,11%,1%,0%
O=C(NNc1ncccc1Cl)c1c(Cl)cccc1Cl,-1%,13%,-14%,-16%,8%,3%,-15%,15%,10%
COc1ccc2c(/C=N/NS(=O)(=O)c3ccc(C)cc3)c[nH]c2c1,-4%,-22%,9%,5%,1%,-21%,18%,1%,0%
Nc1ccc(CCc2nc3ccccc3o2)cc1,-10%,0%,-26%,-1%,-4%,0%,-12%,8%,3%
CCOc1ccc(NC(=O)CN(C)C(=O)c2cc(C3CC3)nn2-c2ccccc2)cc1OCC,1%,?,14%,-17%,6%,?,19%,3%,-1%
CC(C)(C)c1cc(C(=O)N/N=C/c2ccccc2O)n(-c2ccccc2)n1,?,0%,1%,?,0%,?,-9%,?,?
COc1ccc(NC(C)=[N+](C)CCNS(=O)(=O)c2ccc(Cl)cc2)cc1,-1%,1%,13%,-6%,22%,?,-3%,?,?
COc1ccc2nc(NC(=O)C3CC(=O)N(c4ccccc4)C3)sc2c1 (stereo not drawn),1%,-9%,-9%,-1%,0%,?,1%,11%,2%
COc1ccc2c(c1OC)C(=O)N(c1cccc(/C=C/C(=O)O)c1)C2,2%,6%,-1%,-1%,-3%,-25%,-8%,-4%,-5%
COc1cccc(C(=O)Nc2ccc3oc(-c4ccc5ccccc5c4)nc3c2)c1,·,1%,?,1%,-3%,0%,·,·,·
COc1ccc(C2OCC3(CO2)SC(=O)NC3=O)cc1 (stereo not drawn),0%,7%,-6%,48%[activator],-2%,23%,-2%,16%,15%
CCOc1cc(NC(=S)NCC2CCCO2)c(OCC)cc1NC(=O)CC(C)C (stereo not drawn),-1%,-4%,-21%,-8%,-4%,-26%,-20%,19%,15%
Cc1ccccc1OC1(C)CCN(Cc2ccc3ccccc3c2)C1 (stereo not drawn),·,4%,4%,4%,0%,0%,20%,-4%,-8%
O=C(Cn1cc(C(=O)C(F)(F)F)c2ccccc21)Nc1ccccc1F,-11%,0%,16%,1%,-21%,?,-2%,-2%,1%
COc1cc(C(=O)Nc2nc3ccc(S(=O)(=O)N4CCOCC4)cc3s2)cc(OC)c1OC,?,0%,8%,0%,6%,-8%,4%,-7%,-5%
CCOC(=O)CC1(NC(=O)c2cc(COc3cccc(OC)c3)on2)CCCCC1,1%,0%,0%,0%,-3%,?,22%,-19%,2%
CCN(c1ccccc1)S(=O)(=O)c1cnc[nH]1,-8%,3%,9%,25%,0%,3%,-2%,1%,10%
O=C(CSc1n[nH]c(=O)n1Cc1ccco1)N1CCOCC1,-15%,20%,-25%,0%,2%,12%,5%,8%,-8%
Cc1cccc(NC(=O)c2cc3c([nH]c4ccccc43)c(C)n2)c1C,-1%,14%,31%,1%[1.53 µM],0%,12%,1%,22%,16%
CCOc1ccc(C(=O)NNC2CC(=O)N(Cc3ccc(Cl)cc3)C2=O)cc1OC (stereo not drawn),-1%,-1%,8%,9%[0.307 µM],26%,7%[0.307 µM],-7%,12%,6%

# Continued, starting with the last 3 of the part before.
SMILES,SW480 rerep,KB-V1 MDR tox,TDP-43 yeast inh,GLP1R cytotox,KB-3-1 cytotox,GLP1R inv ag,GLP-1R agonist,HT1080 IDH1KD tx,HT1080-NT tox
O=C(CSc1n[nH]c(=O)n1Cc1ccco1)N1CCOCC1,-15%,20%,-25%,0%,2%,12%,5%,8%,-8%
Cc1cccc(NC(=O)c2cc3c([nH]c4ccccc43)c(C)n2)c1C,-1%,14%,31%,1%[1.53 µM],0%,12%,1%,22%,16%
CCOc1ccc(C(=O)NNC2CC(=O)N(Cc3ccc(Cl)cc3)C2=O)cc1OC (stereo not drawn),-1%,-1%,8%,9%[0.307 µM],26%,7%[0.307 µM],-7%,12%,6%
CCN1CCSc2ccc(C(=O)NCc3cccc(F)c3)cc21,3%,-2%,26%&0%,2%&1%,-1%,?,7%,3%,0%
COc1ccc(CNS(=O)(=O)CCNCc2ccco2)cc1,10%,-5%,9%,-13%,2%,3%,17%,0%,2%
Cc1cc(C(=O)NNC(=O)C(C)NS(=O)(=O)c2ccccc2F)c(C)o1 (stereo not drawn),3%,-15%,6%,2%,-20%,-8%,0%,22%,1%[9.24 µM]
N#CCSc1nc2cc(C(=O)N3CCCC3)ccc2c(=O)n1Cc1ccccc1,-7%,-9%,-19%,-16%,-9%,25%,1%,-19%,-4%
CCOCCCn1c(SCC(=O)/C(C#N)=C(\C)N)nc2ccccc2c1=O,-8%,8.2µM*,-6%,-5%,14%,0%,6%,2%,2%
CC1=NCCN1S(=O)(=O)c1ccccc1[N+](=O)[O-],3%,9%,3%,1%,1%,8%,-1%,4%,12%
Cc1ccc(S(=O)(=O)NN=C2CCC(C(C)(C)C)CC2)cc1[N+](=O)[O-] (stereo not drawn),-2%,31%,17%,5%,2%,-6%,6%,1%,8%
COc1ccc2ccc(OC)c(/C=N/n3cnnc3)c2c1,-2%,22%,-11%,-22%,1%,18%,6%,-7%,-20%
Cc1ccc2c(c1)C(=C(C#N)C#N)C(=O)N2CCN1CCOCC1,2%,-6%,3%,7%,-9%,-5%,-1%,-4%,-5%
Cc1c(CN2CCCC(C)C2)c(O)n(CCO)c(=O)c1C#N (stereo not drawn),-12%,-5%,1%,3%,-4%,-4%,4%,18%,14%
COc1ccccc1/C=C1\S/C(=N/NC(=O)c2cccc(Br)c2)NC1=O,16%,?,?,15%,8.2µM*,-14%,-30%[inhibitor],?,?
COC(=O)C(C)n1cnc2c(nnn2-c2ccccc2)c1=O (stereo not drawn),-2%,-4%,-5%,3%,5%,9%,-2%,14%,0%
c1ccc(-n2ncc3c(NCCN4CCCCC4)ncnc32)cc1,1%,-1%,-10%,-1%,5%,-26%,-9%,5%,4%

# Compound activity (PubChem)
